TAG inh: inhibitors of triacylglycerol accumulation, primary screen, cell-based, uHTS, fluorescence, H9c2 | H9c2 cells, Nile Red lipid (TAG) fluorescence; cells loaded with 200 µM oleic acid | inhibition, % at 12.5 µM | actives 0.66% (n = 230,000) | AID 651582, 2012;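 active = pattern-corrected inhibition of lipid staining of at least 50% with the nuclear-stain viability signal not falling by more than 50%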;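 also: 0% = DMSO wells and 100% = triacsin C control wells; some results filed as inactive read as strong as hits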
TAG inh DAPI viability: also measured in TAG inh; calls as there; DAPI nuclei signal change (viability), lower = more cytotoxic, %;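 whole-well DAPI fluorescence read on a plate reader as a viability signal; minus 50 percent equals half of cells still viable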
Starred values were filed as active, the others as inactive. Some of the compounds tested, so the mix of outcomes need not match the whole.

Screens in order – TAG inh, TAG inh DAPI viability
CO/N=C/c1ccc(N2CCOCC2)c([N+](=O)[O-])c1
    5, -6
COc1cccc(NC(=O)C2C3C=CC4(O3)C2C(=O)N(C2CC2)C4C(=O)NC2CCCCC2C)c1 (configuration not stated)
    -3, 11
Cc1ccc(S(=O)(=O)NC2CCSC2=O)cc1C (configuration not stated)
    6, -9
CC(=O)N1CCc2cc(S(=O)(=O)NC(Cc3ccccc3)C(=O)NCCN3CCCCC3C)ccc21 (configuration not stated)
    2, 16
O=C(CN(Cc1ccco1)Cc1cccs1)N1CCN(S(=O)(=O)c2cccc(F)c2)CC1
    4, -6
C/C(=N\NC(=O)c1ccc([N+](=O)[O-])cc1)c1c(O)cc(C)oc1=O
    -24, 8
O=C(CN1CCOCC1)Nc1cccc(C(F)(F)F)c1
    -9, -5
CCOC(=O)N1CCC(NCCNC(=O)c2ccc(F)c(F)c2)CC1
    -10, 1
Cc1cccc(C(=O)Nc2nnc(-c3ccncc3)o2)c1
    -6, -1
Cc1ccc(/C=C/C(=O)O)cc1S(=O)(=O)NCCCC(=O)O
    7, -4
N/C(=N\OC(=O)c1ccc([N+](=O)[O-])cc1)c1ccccn1
    7, -7
CCn1cc(C(=O)N2CCN(c3ccc(OC)cc3)CC2)c(=O)c2cc(S(=O)(=O)N3CCCCC3)ccc21
    12, -2
CCCCCCN1C[C@@H](O)[C@H](n2cc(C3CC3)nn2)C[C@@H]1c1ccc(Cl)cc1
    -4, 10
CCN1C(=O)[C@H]2[C@H]3CN=C(SCc4ccc(Cl)cc4)N3[C@@](C)(C(=O)OC)[C@H]2C1=O
    4, -2
CC1=NNC(=O)C1CC(=O)N/N=C/C(C)=C/c1ccccc1 (configuration not stated)
    16, -15
Cc1cccc(C)c1OCCN1C(=O)NC(C)(c2ccccc2)C1=O (configuration not stated)
    -5, 4
Cc1cc2c(c(C)c1CCO[C@@H]1O[C@H](CO)[C@@H](O)[C@H](O)[C@H]1O)C(=O)[C@@H](C)[C@@H]2O
    8, 11
Cc1ccsc1C(=O)N1CCC1(C)C(=O)NS(=O)(=O)c1ccc(C#N)cc1 (configuration not stated)
    -1, 1
COC(=O)c1ccc(CNC(=O)CSc2nnc(COc3ccccc3)n2C)o1
    -9, 7
CN1C(=O)C(C)(C)c2cc(S(=O)(=O)NCCc3ccc(Cl)cc3)ccc21
    -5, -4

Overlap with the part before: 5 compounds, then new ones.
Screens in order – TAG inh, TAG inh DAPI viability
Cc1cccc(C)c1OCCN1C(=O)NC(C)(c2ccccc2)C1=O (configuration not stated)
    -5, 4
Cc1cc2c(c(C)c1CCO[C@@H]1O[C@H](CO)[C@@H](O)[C@H](O)[C@H]1O)C(=O)[C@@H](C)[C@@H]2O
    8, 11
Cc1ccsc1C(=O)N1CCC1(C)C(=O)NS(=O)(=O)c1ccc(C#N)cc1 (configuration not stated)
    -1, 1
COC(=O)c1ccc(CNC(=O)CSc2nnc(COc3ccccc3)n2C)o1
    -9, 7
CN1C(=O)C(C)(C)c2cc(S(=O)(=O)NCCc3ccc(Cl)cc3)ccc21
    -5, -4
CCOc1cc2nc(-c3ccc(OC)c(OC)c3)nc(NCCCN3CCOCC3)c2cc1OC
    56*, 19*
Cc1ccc(C(=O)N[C@H](C(=O)Nc2ccc(N3CCOCC3)cc2)C(C)C)cc1
    9, -1
Nn1c(SCC(=O)N2CCOCC2)nnc1C1CC1
    -8, 1
CC(Oc1cccc(Cl)c1)C(=O)Nc1nc(-c2ccccn2)cs1 (configuration not stated)
    -17, -3
CC1CN(S(=O)(=O)c2ccc(C(=O)O)cc2)CC(C)O1 (configuration not stated)
    5, 4
COc1ccc(CC(=O)Nc2ccc(S(=O)(=O)Nc3cc(C)nc(C)n3)cc2)cc1OC
    2, 1
CCOC(=O)c1nc2sc3c(c2c(=O)[nH]1)CCCC3
    7, -4
COCCN1CN(S(=O)(=O)c2ccc(Cl)cc2)c2nc3ccccc3nc21
    -8, -1
Cc1cc(C)c(S(=O)(=O)N2CCN(C(=O)c3cccs3)CC2)c(C)c1
    -5, 1
CCN(CC)C(=O)C1=C(C)N(Cc2ccc(C(C)(C)C)cc2)C(=O)C(CC(=O)NC2CC2)C1 (configuration not stated)
    17, -8
COc1ccc(C)cc1S(=O)(=O)N(CC(N)=O)Cc1ccccc1
    5, -32
CN(C)CCN1CCc2ccccc21
    -3, -10
CCn1cc(Br)c(C(=O)Nc2sc3c(c2C(N)=O)CCCC3)n1
    8, 7
CCOC(=O)CCCNC(=O)COC(=O)CCC(=O)c1ccc(F)cc1
    -4, 0
Cc1cccc(CN2CCN(CC(=O)NCCCN3CCCC3=O)C2=O)c1
    4, 5
CCOC(=O)C(NC(C)=O)(NS(=O)(=O)c1ccccc1)C(F)(F)F (configuration not stated)
    -2, 2
Cc1nnc2ccc(-c3ccc(NC(=O)Cc4cccs4)cc3)nn12
    36, 1
COc1ccccc1NC(=O)c1cc2n(n1)C(C(F)(F)F)CC(c1ccc3c(c1)OCO3)N2 (configuration not stated)
    20, -15
O=C(COC(=O)c1ccccc1O)NCc1ccco1
    4, 3
Nc1nc(N)nc(-c2cc(Cl)ccc2Cl)n1
    7, 3
COc1cccc(NC(=O)COC(=O)c2c(C)nn(-c3ccccc3)c2C)c1
    -8, -10
Cc1ccc(NC(=S)N2CCN(S(=O)(=O)c3ccccc3)CC2)cc1C
    7, -8
COc1ccc(S(=O)(=O)N2CCCCC2)cc1NC(=O)C1CCCO1 (configuration not stated)
    5, 2
CN(C(=O)CSc1cc(C(=O)c2nccn2C)c2ccccc2n1)c1ccccc1
    85, -61
O=C(NCc1n[nH]c(=O)c2ccccc12)C1CC(=O)N(c2ccc(Cl)cc2)C1 (configuration not stated)
    17, -7
Cn1cc(CN2CCC(C(O)CCc3ccccc3)CC2)c(-c2ccccc2F)n1 (configuration not stated)
    -13, 15
N#Cc1ccc(N)cc1OCCCN1CCCCC1
    -16, 8
CCCn1ccc2c(OCC(=O)Nc3ccc(NC(C)=O)cc3)cccc2c1=O
    -12, 6
CCC(=O)N1CCc2cc(Br)cc(S(=O)(=O)NCc3ccco3)c21
    4, -17
C/C(=N\OCC(=O)Nc1ccc(Br)cc1)c1cccs1
    -5, 4
COc1cc(CN2CCN(S(=O)(=O)c3ccccc3)CC2)cc(OC)c1OC
    -5, -2
CC(Oc1cccc(Br)c1)C(=O)Nc1cccc(S(=O)(=O)N2CCOCC2)c1 (configuration not stated)
    8, 1
O=C(Nc1c2c(nn1-c1ccc(Cl)cc1)CS(=O)(=O)C2)c1ccccc1
    2, 1
CCn1c(SCc2nc3ccccc3c(=O)[nH]2)nc2ccccc21
    0, 9
COc1ccc(-c2nnc(SCC(=O)c3ccco3)n2-c2ccccc2)cc1
    -7, -9
CC(C)Cn1c(N)c(C(=O)CSc2ncnc3sc4c(c23)CCCC4)c(=O)n(C)c1=O
    -7, 0
CCCn1c(C)cc(C(=O)CN2C(=O)c3ccccc3S2(=O)=O)c1C
    -12, 0
Cn1ncc(Cl)c1C(=O)N1CCC(Cc2ccccc2)CC1
    -16, -2
COC(=O)N1C(=O)[C@@](Cc2ccccc2)(c2ccccc2)N1C(=O)OC
    29, 10
Cc1ccc(/C=C/C(=O)c2ccccc2O)cc1
    -5, 16

Compound profiles (already shown):
`COC(=O)N1C(=O)[C@@](Cc2ccccc2)(c2ccccc2)N1C(=O)OC` is listed with TAG inh = 29; TAG inh DAPI viability = 10
`COc1cccc(NC(=O)COC(=O)c2c(C)nn(-c3ccccc3)c2C)c1` is listed with TAG inh = -8; TAG inh DAPI viability = -10

The list goes on:
Screens in order – TAG inh, TAG inh DAPI viability
O=C1CSC(c2cccnc2)N1CC1CC1 (configuration not stated)
    0, 2
C[C@@H](C(=O)O)[C@@H]1C[C@@]1(C)[C@@H](NC(=O)OCc1ccccc1)c1ccccc1
    -14, 1
CCCCNC(=O)c1c(CSc2ccc(Cl)cc2)noc1C(=O)NCCC
    0, -4
Cn1c(=O)cc(SCC(=O)NCc2ccco2)c2ccccc21
    -17, 3
CCN(c1ccccc1)S(=O)(=O)c1ccc(OC)c(NC(=O)Cc2ccc(OC)c(OC)c2)c1
    1, -11
CCC(=O)Nc1nnc(SCC(=O)Nc2ccc3c(c2)OCO3)s1
    -16, 6
Cc1cc(C)cc(C(=O)NCC(=O)OCN2C(=O)c3ccccc3C2=O)c1
    -2, 0
O=C(c1ccccc1)c1nc2c(n1O)CCCCC2
    2, -4
Cc1c(CN2CCC(CO)(CCOc3ccccc3)CC2)[nH]c2c(Cl)cccc12
    35, 8
Cc1cc(Cl)ccc1NC(=O)CN(C)C1=NS(=O)(=O)c2ccccc21
    10, 14
O=[N+]([O-])c1ccccc1S(=O)(=O)N/C(=N/S(=O)(=O)c1ccccc1)c1ccccc1
    1, 7
COC(=O)C1=C(C)N(Cc2ccccc2)C(=S)N[C@H]1c1ccccc1
    -5, -1
CN(c1cccc(NC(=O)CN(c2cccc(F)c2)S(C)(=O)=O)c1)S(C)(=O)=O
    21, -15
Cc1ccc2c(c1)N(C(=O)CCC(=O)NCc1cccc(F)c1)CCO2
    5, -5
COC(=O)COc1cc(Br)c(/C=C2/SC(=O)N(CC(=O)N3CCCC3)C2=O)cc1OC
    -17, 16
COc1ccccc1C(=O)NCc1n[nH]c(=S)n1Cc1ccccc1
    -5, 8
O=C(O)c1cccc2c1C(=O)N(Cc1ccncc1)C2
    -9, -13
COc1ccccc1OCC(=O)Nc1nc(-c2ccc(S(=O)(=O)N3CCOCC3)cc2)cs1
    -10, -4
COc1ccc(OC)c(C(=O)NC(CC(N)=O)c2ccc(N3CCC(N4CCCCC4)CC3)c([N+](=O)[O-])c2)c1 (configuration not stated)
    -17, 34
CCNC(=O)C1(C)CCCN1C(=O)c1ccc(-c2ccccc2)cc1 (configuration not stated)
    5, 9
Cn1nccc1C(=O)N1CCC(Cc2ccccc2)CC1
    -10, -2
COc1ccc(CNC(=O)C2CCN(c3nnc(N4CCCC4=O)s3)CC2)cc1
    -10, 1
CN(Cc1cnccn1)Cc1nc(Cc2ccccc2F)no1
    3, -12
CC(c1ccccc1)N1CC(C(=O)O)CC1=O (configuration not stated)
    -24, 14
Cc1cc(C)nc(OC(=O)c2c(Cl)cc(Cl)cc2Cl)n1
    -2, -8
CCC(C)(C)NC(=O)CSc1nc(Cc2ccccc2)nc2ccccc12
    -5, -1
Cc1cccc(Cn2c(C)nc3c(N)c(C)c(C)cc32)c1
    -21, 3
CCC(=O)Nc1cccc(C2=NOC3(C2)C[C@@H](C(N)=O)N(C(=O)CC(c2ccccc2)c2ccccc2)C3)c1 (some centres not stated)
    -7, -3
CC(=O)N/C(=C\c1ccc2c(c1)OCO2)C(=O)NC(C(=O)O)c1ccccc1 (configuration not stated)
    -3, 6
CS(=O)(=O)c1ccc(NC(=O)C2CCCN(C(=O)c3ccc(Cl)cc3)C2)cc1 (configuration not stated)
    -12, -6
CCS(=O)(=O)N1CCC(NC(=O)C(Cc2cc(OC)ccc2OC)NC(C)=O)CC1 (configuration not stated)
    -3, 6
N#CC1=C(Nc2ccccc2)SC=C(c2ccccc2)N=C1N1CCOCC1
    -2, 0
O=C(NCc1cccc(C(F)(F)F)c1)c1csc([C@H]2C[C@H](O)[C@@H](CO)O2)n1
    0, 2
Cc1cccc(C)c1N(CC(=O)N1CCN(C)CC1)S(C)(=O)=O
    -9, 8
Cc1nc2sccn2c(=O)c1S(=O)(=O)Nc1ccc(N2CCOCC2)c(Cl)c1
    -18, -5
Cc1ccc(Nc2n[nH]c(=S)s2)cc1C
    -7, 4
CCOc1ccc(NC(=O)c2ccc(S(=O)(=O)N(C)C)cc2)cc1
    0, 0
CC1(C)OC(=O)N2CCc3ccccc3C21C (configuration not stated)
    6, -1
COc1nc(Nc2cccc([N+](=O)[O-])c2)nc(OC)n1
    -2, 14
CC/C(=N/NC(=O)c1ccccc1O)c1c(C)[nH]n(-c2ccccc2)c1=O
    7, -7
COc1ccc(CCNC(=O)c2ccc([N+](=O)[O-])cc2Cl)cc1OC
    -4, 8
CCc1ccc2[nH]c(=O)c(CN(CCN3CCCC3)C(=O)NC3CCCCC3)cc2c1
    3, 3
COc1cc(-c2nnc(-c3ccccc3)o2)cc(OC)c1OC
    2, -7
N#Cc1cc2ccccc2nc1N
    -10, 7
CC(=O)NCCNC(=O)C1(C)Cc2c(-c3cccc(NC(C)=O)c3)ccnc2O1 (configuration not stated)
    12, -8
O=C(CN1CCC(NC(=O)Nc2ccccc2-c2ccccc2)CC1)NCc1ccco1
    4, 0
O=C(Nc1nc2ccc(S(=O)(=O)N3CCOCC3)cc2s1)c1cccs1
    -5, -7
CCCCOc1ccc(C(=O)Nc2ccc3c(c2)OCO3)cc1
    -13, 11
COC(=O)c1ccc(-c2cc(CC3(C(=O)OC)CCN(C(=O)OC(C)(C)C)CC3)on2)cc1
    -52, 9
CCOC(=O)c1cccnc1NC(=O)c1ccccc1
    4, -2
O=C(Cn1cccc1C(=O)c1ccccc1)NCc1ccc2c(c1)OCO2
    -12, -1
COc1cccc2c(=O)n(CC(=O)NCCc3ccccc3)ccc12
    -8, 4
Cc1nn(C)c(Cl)c1CN1CCCC(CO)(Cc2ccccc2)C1 (configuration not stated)
    3, 1
CC(C)CCN(C(=O)c1ccc(N2CCCC2=O)cc1)c1c(N)n(Cc2ccccc2)c(=O)[nH]c1=O
    1, 3
COc1cc2nc(Cl)nc(NCCO)c2cc1OC
    -4, 0
COc1ccc(-c2onc(C)c2-c2ccccc2)c(O)c1
    -26, 4
O=C(COC(=O)c1n[nH]c2ccccc12)c1cc(F)ccc1F
    -3, -10
CC(C)c1ccccc1NC(=S)NCc1nc2ccccc2[nH]1
    7, -4
COc1ccc(OC)c(-n2c(SCC(=O)NCc3ccco3)nnc2-c2c[nH]c3ccccc23)c1
    -4, 6

Assay outcomes as filed in PubChem BioAssay.
